High-throughput results (PubChem BioAssay)
MC4R antagonist: human MC4R antagonism in cAMP assay | AID 540295 | inhibition, % at 6.5 µM | MC4R-expressing cells, MTII-stimulated cAMP, LANCE TR-FRET | actives 0.48% (n = 360,000) | P32245;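 active = inhibition above its plate's cutoff, the mean of tested wells on that plate plus 3 SD, cut at about 29% in these data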;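 note: 0% = Melanotan II alone and 100% = Melanotan II plus saturating MCL0020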
Target sequence (P32245 whole entry, looked up): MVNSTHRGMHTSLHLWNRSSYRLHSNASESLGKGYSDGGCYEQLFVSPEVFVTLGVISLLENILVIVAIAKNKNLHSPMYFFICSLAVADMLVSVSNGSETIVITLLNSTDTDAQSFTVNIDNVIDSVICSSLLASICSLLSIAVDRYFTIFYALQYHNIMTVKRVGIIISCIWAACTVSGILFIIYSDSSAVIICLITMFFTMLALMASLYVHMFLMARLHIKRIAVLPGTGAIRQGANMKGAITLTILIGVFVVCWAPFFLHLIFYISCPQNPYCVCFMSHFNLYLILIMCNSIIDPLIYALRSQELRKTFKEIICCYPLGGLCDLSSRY
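Assay system: human MC4R-expressing U2OS cells; reagent: Melanotan II stimulation of cells; dosing: 6.5 µM single dose; timing: compound 30 min, challenge 1 h, detection 1 h; signal: TR-FRET cAMP assay; replicates: one well per compound, no replicates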
NCOA2 inhibitor: human SRC2 (NCOA2) inhibition. AID 651957. actives 0.17% (n = 370,000). HEK293 GAL4-SRC2 luciferase reporter, luminescence. inhibition, % at 9 µM;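 active = inhibition above the mean inhibition of all tested compounds plus 3 SD, set per campaign, cut at about 52% in these data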;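 note: 0% = DMSO treated cells and 100% = cells given Gossypol at 36 µM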
EBV LMP1 NFkB: inhibitors of Epstein-Barr LMP1-induced NF-kappaB reporter; actives 0.69% (n = 350,000); inhibition, % at 12.5 µM; LMP1-induced NF-kappaB luciferase reporter cells, luminescence; in the data active = inhibition above about 41%;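 note: 0% = neutral control wells and 100% = reference inhibitor control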
MC4R ag barr: agonists of human melanocortin 4 receptor (MC4R) beta-arrestin; activation, % at 8.9 µM; U2OS MC4R beta-arrestin complementation, luminescence; percent of melanotan II response, DMSO zero; AID 540308; actives 0.98% (n = 360,000); P32245;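 active = activation above a per-plate cutoff, the mean activation of sample wells on that plate plus 3 SD, cut at about 8% in these data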
NCOA1 inh: human NCOA1 inhibition; HEK293 GAL4-SRC1 luciferase reporter, luminescence; Q15788; inhibition, % at 3.6 µM; actives 0.12% (n = 360,000);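 active = inhibition above the campaign mean plus 3 SD, with each screening campaign given its own cutoff, cut at about 60% in these data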;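 note: 0% = DMSO treated cells and 100% = gossypol at 36 µM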
ABHD5-PLIN5 inh: blocks binding of human ABHD5 to perilipin-5; Q00G26+Q8WTS1; Split G. princeps luciferase complementation, luminescence, 4 h; inhibition, % at 4 µM; actives 0.78% (n = 360,000); AID 602281;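 active = inhibition above the mean inhibition across every tested compound plus 3 SD, cut at about 22% in these data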;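 note: 0% = DMSO only wells and the 100% control is not disclosed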
TLR9-MyD88 inh: inhibitors of human TLR9-MyD88 binding | Q9NR96+Q99836 | CHO BLA complementation TLR9-MyD88, CCF4 FRET ratio | inhibition, % at 4.98 µM | actives 0.21% (n = 340,000);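 active = inhibition above the mean over all tested compounds plus 3 SD, cut at about 21% in these data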;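 note: 0% = DMSO only wells and 100% = clavulanate BLA inhibitor control wells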
SRC3 inh: inhibitors of human steroid receptor coactivator 3 (SRC3); Q9Y6Q9; HEK293 GAL4-SRC3 luciferase reporter, luminescence; inhibition, % at 3.6 µM; actives 0.17% (n = 360,000); AID 588352;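 active = inhibition above a per-campaign cutoff, the mean of all compounds plus 3 SD, cut at about 60% in these data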;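 note: 0% = DMSO-treated cells and 100% = gossypol-treated cells at 36 µM; higher means less SRC3-driven luciferase light from the GAL4 reporter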
NOD2 RIPK2 PPI: NOD2-RIPK2 protein interaction inhibition | CHO BLA complementation NOD2-RIPK2, CCF4 ratio | inhibition, % at 4.98 µM | actives 0.38% (n = 360,000) | AID 624267; in the data active = inhibition above about 21%;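 note: 0% = vehicle only and 100% = reference blocker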
NR5A2 inv ag: NR5A2 inverse agonism in reporter assay | O00482 | HEK293T StAR-luciferase reporter, LRH-1 transfected, 24 h | inhibition, % at 3.6 µM | actives 0.13% (n = 360,000) | AID 602396;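 active = inhibition above the mean inhibition of all tested compounds plus 3 SD, cut at about 73% in these data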;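 note: 0% = DMSO wells and 100% = reporter-only cells lacking LRH-1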
NR2F2 inh: inhibitors of human COUP-TFII (NR2F2); AID 686940; inhibition, % at 8.6 µM; actives 0.7% (n = 370,000); HEK293T NGFI-A luciferase reporter, luminescence;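 active = inhibition above a per-plate cutoff, mean inhibition of test wells between control levels plus 3 SD, cut at about 38% in these data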;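 note: cells cotransfected with COUP-TFII expression vector driving the NGFI-A reporter; 0% = median of COUP-TF2 test wells and 100% = reporter-only cells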
Target sequence (P24468 whole entry, looked up): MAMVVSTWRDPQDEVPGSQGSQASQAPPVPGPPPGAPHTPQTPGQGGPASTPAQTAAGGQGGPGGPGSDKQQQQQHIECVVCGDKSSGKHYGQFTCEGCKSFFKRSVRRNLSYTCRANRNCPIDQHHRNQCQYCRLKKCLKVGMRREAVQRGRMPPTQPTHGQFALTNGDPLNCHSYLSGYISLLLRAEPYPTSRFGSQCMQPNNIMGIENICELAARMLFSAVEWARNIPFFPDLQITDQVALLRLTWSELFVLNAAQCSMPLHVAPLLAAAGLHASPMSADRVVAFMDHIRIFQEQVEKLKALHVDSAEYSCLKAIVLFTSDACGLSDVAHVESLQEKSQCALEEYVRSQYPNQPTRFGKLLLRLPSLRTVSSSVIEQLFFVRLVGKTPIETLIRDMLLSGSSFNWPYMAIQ
An asterisk follows results filed as active; nt = not tested or not shown.

SMILES | MC4R antagonist | NCOA2 inhibitor | EBV LMP1 NFkB | MC4R ag barr | NCOA1 inh | ABHD5-PLIN5 inh | TLR9-MyD88 inh | SRC3 inh | NOD2 RIPK2 PPI | NR5A2 inv ag | NR2F2 inh
CCCSc1nnc(CNS(=O)(=O)c2ccc(C)cc2)n1C | 6 | -28 | -6 | 0.5 | 11 | 22* | -22 | 21 | -1 | 5 | -11
Cc1ccc(S(=O)(=O)N2CCN(CC(=O)Nc3ccccc3C(=O)NC3CC3)CC2)cc1 | 18 | -21 | -2 | -3.1 | 5 | 9 | -6 | 11 | 3 | 8 | -7
COc1cccc(N2CC(NS(=O)(=O)c3cccnc3)CC2=O)c1 (stereo not given) | -4 | -1 | 1 | -1.6 | 26 | -10 | -3 | 9 | -1 | -13 | -12
Cc1ccc(NC(=O)c2cccs2)cc1NC(=O)c1ccc(F)cc1 | -4 | 7 | 8 | -1.0 | -14 | 1 | 6 | -15 | -10 | -3 | -7
CCN(CC)S(=O)(=O)c1ccc2oc(Nc3ccc(OC)cc3OC)nc2c1 | -6 | 2 | -5 | 0.0 | 12 | -10 | -1 | 11 | -4 | 1 | -6
COc1ccc(C(=O)NCCCCCCNC(=O)c2ccc(OC)cc2)cc1 | 8 | -21 | -10 | -0.2 | -27 | -13 | 1 | -38 | 1 | -21 | 2
O=C(CCNC(=O)c1ccc([N+](=O)[O-])cc1)Nc1ccc(N2CCOCC2)cc1N1CCOCC1 | 6 | 23 | 0 | -2.8 | -22 | 4 | -1 | 5 | 1 | -6 | 4
Cc1ccc(-c2nc3ccc(Cl)cc3n2OC(C)C(=O)O)cc1 (stereo not given) | 12 | -50 | -34 | -0.7 | -74 | 0 | -4 | -103 | -4 | -116 | -51
O=C(O)CCSc1nnc(SCC(=O)NCC(F)(F)F)s1 | -4 | -28 | -6 | -0.5 | 5 | 0 | 2 | 9 | -10 | -11 | -1
Nc1cccc2c1C(=O)N(CCOc1ccccc1F)C2=O | 19 | -29 | -12 | 1.9 | -90 | -9 | 27* | -112 | 33* | -147 | -24
CCOc1ccccc1NC(=O)C(OC(=O)c1ccc(CC)cc1)c1ccccc1 (stereo not given) | 13 | -45 | 3 | 1.5 | 0 | 5 | -1 | 18 | -4 | 13 | 8
Cc1ccccc1NC(=O)CSc1nnc(CNC(=O)c2ccco2)n1C | 2 | -15 | 1 | -2.4 | 4 | -7 | -5 | 8 | -8 | 1 | -2
O=C(N/N=C/c1ccc2c(c1)OCO2)c1cc(-c2ccco2)nc2ccccc12 | -4 | -10 | -3 | -4.6 | -9 | 12 | 9 | -17 | -6 | -2 | -5
CCc1noc(C)c1C(=O)OC(C)C(=O)Nc1ccc(Cl)cn1 (stereo not given) | 6 | -1 | -3 | -0.1 | -5 | -2 | 9 | -18 | 0 | -26 | -6
Cc1cc(C(=O)O)c2ccccc2n1 | 13 | 8 | 4 | -0.2 | 1 | -1 | -18 | -4 | -8 | 0 | 13
CCOc1cc(/C=C2\SC(=S)N(NS(=O)(=O)c3ccc(C)cc3)C2=O)ccc1O | 18 | 3 | 0 | -0.5 | 6 | 0 | 1 | 5 | 0 | 19 | -2
CCn1cc(C(=O)OCC(=O)c2cc(C)n(-c3ccc(OC(F)F)cc3)c2C)c(=O)c2ccc(C)nc21 | 19 | -24 | 10 | -0.8 | -5 | 4 | -2 | 14 | 1 | 7 | 12
COc1ccc2cc(C3=CC(=O)C[C@H](c4ccc5c(c4)OCO5)C3)ccc2c1 | 6 | -12 | -6 | 0.3 | -119 | -2 | -10 | 13 | -14 | -14 | -7
C/C(=N/NS(=O)(=O)c1cccc([N+](=O)[O-])c1)c1c[nH]c2ccccc12 | 4 | -11 | -11 | -3.5 | -24 | 0 | -8 | -21 | -8 | 16 | -17
COc1ccc(CCNC(=O)C(=O)NN=C2CCCCCCC2)cc1OC | 12 | -2 | 7 | -1.2 | 3 | 4 | -3 | -5 | -5 | 1 | 1
NC(=O)c1ccccc1N=Cc1ccccn1 | 0 | -31 | -5 | 0.2 | -16 | -6 | -1 | 0 | 0 | -6 | 9
C=CC[C@@H](Cc1ccc(F)cc1)C(=O)OC[C@@H]1CCCN1C(=O)[C@@H](CC=C)CC(=O)N[C@@H](CO)Cc1ccccc1 | 2 | -7 | -3 | 7.5 | 0 | -3 | 9 | -1 | 11 | 13 | 16
COc1ccc(Cl)cc1NC(=O)CSc1ncnc2c1oc1ccccc12 | 5 | -37 | -63 | -0.5 | -9 | -6 | 0 | 6 | -5 | -4 | -25
COc1ccc2[nH]c(O)c(N=NC(=O)Cc3cccs3)c2c1 | -8 | 3 | -17 | -1.2 | -11 | 0 | 8 | -4 | 1 | -2 | 0
NC(N)=NC1=NC(=O)C(Cc2ccccc2Cl)S1 (stereo not given) | 18 | 4 | 3 | 0.4 | 2 | -8 | -4 | 0 | -5 | -8 | -39
CN(C(=O)c1ccc(NC(=O)C2CCCN(C(=O)OC(C)(C)C)C2)cc1)C1CCC1 (stereo not given) | 3 | -17 | 8 | 0.0 | -9 | 3 | -2 | -3 | -3 | 3 | 0
CCOc1ccc(NC(=O)C2C(C(=O)O)C3(Cl)C(Cl)=C(Cl)C2(Cl)C3(Cl)Cl)cc1 (stereo not given) | 2 | 0 | 1 | -0.8 | -10 | -3 | nt | 10 | -4 | -1 | 1
Cc1ccnc(NC(=O)Nc2ccc(Br)cc2Cl)c1 | 3 | -56 | 48* | 1.7 | -111 | -2 | -2 | -64 | 6 | -116 | -33
O=C1C(=O)N(CCS(=O)(=O)c2ccccc2)c2ccc(Cl)cc21 | -17 | 5 | -5 | -1.7 | -5 | -17 | 9 | -51 | 12 | -8 | -14
CCc1nnc(NC(=O)c2ccc(-c3ccccc3Cl)o2)s1 | 2 | 3 | -1 | -0.9 | -5 | 2 | -6 | 3 | -3 | 1 | 10
C=CCN1C(=O)C(=O)N(CC(=O)NCC(=O)Nc2ccc(F)c(F)c2F)C1=O | 2 | -1 | 0 | -2.5 | -7 | -3 | 4 | 4 | -17 | 9 | 9
Cc1cccc(N(Cc2ccc(Cl)cc2)S(C)(=O)=O)c1 | 6 | -2 | -15 | -2.4 | -23 | -3 | -3 | 7 | -12 | 19 | 8
O=C(NCCCCc1ccccc1)C12CN(Cc3ccccc3)CC1C(c1cccc([N+](=O)[O-])c1)=NO2 (stereo not given) | 6 | -25 | -1 | -1.7 | 9 | 6 | -2 | -5 | -4 | 19 | 8
CC(=O)n1cc(/C=N/NC(=O)c2sc(C)nc2C)c2ccccc21 | -8 | -13 | -7 | -2.0 | -5 | 0 | -12 | 5 | -2 | 3 | -14
COc1ccc(/C=N/NC(=O)c2cccc(C(F)(F)F)c2)cc1 | 10 | 12 | 5 | -1.2 | 4 | 2 | 9 | -6 | 5 | 1 | -6
CN(C)S(=O)(=O)c1ccc(Cl)c(NC(=O)CSc2nc3c(cc2C#N)C(=O)CC(C)(C)C3)c1 | 10 | 11 | -8 | -0.6 | -2 | -4 | 7 | 10 | -5 | 2 | -9
O=c1[nH]c2c(s1)C(c1ccc(O)cc1)C1C3CCC(C3)C1S2 (stereo not given) | 11 | 14 | -12 | 2.1 | -2 | -12 | -7 | -9 | -3 | 4 | 30
Cn1nc(C(=O)OCC(=O)c2ccccc2)c2ccccc2c1=O | -1 | -24 | -3 | 0.6 | -10 | 0 | -8 | -9 | -1 | -22 | -7
CCc1nn(-c2ccccc2)c(N)c1-c1ccc(OC)c(OC)c1 | 2 | -27 | -2 | -0.5 | 3 | -1 | -13 | 2 | -11 | 20 | 1
CC(=O)N(c1ccc2oc(=O)sc2c1)S(=O)(=O)c1ccc(C)cc1 | 4 | -1 | 1 | -1.0 | -1 | 37* | 2 | -7 | -4 | 7 | 16
O=C(/C=C/c1ccc(Cl)cc1)N(c1ccccn1)C1CCCCC1 | 2 | -10 | 0 | -0.5 | 15 | -12 | 3 | 4 | -7 | -3 | -3
O=[N+]1C2=C(CCCC2)N([O-])C12CCCC2 | 8 | 11 | 1 | 1.6 | -7 | 1 | 7 | 5 | -4 | -4 | 13
O=C(CSc1nccc(=O)[nH]1)c1c[nH]c2ccccc12 | 12 | -8 | -11 | 2.8 | -7 | 12 | 1 | -10 | 5 | -2 | -22
O=C(CCCc1nc(-c2ccc(Cl)cc2)no1)NCC1CCCO1 (stereo not given) | 1 | 33 | 9 | 1.0 | 7 | -6 | -11 | 13 | -3 | 9 | 29
CC(=O)Nc1ccccc1NS(=O)(=O)c1ccccc1[N+](=O)[O-] | 18 | 5 | -1 | -0.3 | -7 | -1 | -17 | 13 | -2 | -2 | 16
O=S(=O)(NC1CCCCCC1)c1cccc(Cl)c1 | -1 | -9 | 7 | 3.6 | 16 | 0 | 0 | 4 | 3 | -3 | -6
C#CCn1ccc(O)c(Cc2c(F)cccc2Cl)c1=O | 23 | 7 | -4 | -0.7 | -18 | -7 | -1 | -9 | 3 | 0 | 13
CCOC(=O)C1CCCN(C2CCN(Cc3nc(-c4ccccc4)no3)CC2)C1 (stereo not given) | 21 | 4 | -6 | -2.1 | -18 | -3 | 0 | 16 | -10 | 1 | -14
Cc1cc(NC(=O)CSc2nnc(COc3ccccc3)n2Cc2ccco2)no1 | -4 | -13 | 7 | 0.8 | 0 | 2 | -7 | -1 | -7 | 3 | 7
CCC1(C)COC(c2ccc3c(c2)OCO3)OC1 (stereo not given) | 2 | -28 | 7 | -2.1 | -22 | -3 | 4 | -19 | -4 | -24 | 0
O=C(Nc1cnccn1)c1ccncc1 | -1 | -8 | 6 | -1.0 | -39 | 2 | 4 | 11 | 7 | -1 | -11
CC(C)Oc1ccccc1C1CC(=O)Nc2cc3c(cc21)OCO3 (stereo not given) | -22 | 30 | 6 | -1.1 | 9 | -2 | 0 | 30 | 13 | 24 | 14
Cc1cn([C@H]2C[C@H](O)[C@@H](CCC(=O)NCc3ccccc3)O2)c(=O)[nH]c1=O | 2 | 11 | -4 | 0.5 | -15 | 6 | -3 | -7 | -8 | -28 | 15
O=C(CCC(=O)Nc1ccccc1Cl)NNC(=O)NC1CCCCC1 | -1 | -2 | 0 | 0.2 | 6 | 6 | 1 | 6 | -13 | 5 | -20

Some of the compounds tested; the hit share may differ from the screen's.
